# SUMO1-SIM PPI = alters human SUMO1 binding to SIM partners | SUMO1 binding to a labelled peptide, TR-FRET, 1 h | inhibition, % at 20 µM | actives 0.33% (n = 360,000) | AID 602429; in the data active = inhibition above about 37%
# Target sequence (P63165 whole entry, looked up): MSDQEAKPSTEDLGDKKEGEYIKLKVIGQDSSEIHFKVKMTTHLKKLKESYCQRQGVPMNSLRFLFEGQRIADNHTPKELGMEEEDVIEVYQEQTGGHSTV
# CSN deneddyl inh = inhibitors of human CSN-mediated cullin deneddylation; actives 0.38% (n = 360,000); Purified CSN, SCF-Nedd8-OG deneddylation, fluorescence polarization; inhibition, % at 12.5 µM; Q92905; AID 651999;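 active = pattern-corrected inhibition above about 35%, with an unprinted fluorescence ratio check between 0.5 and 1.5, limit read from the data, passing the limit was not always enough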;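 also: 0% = enzyme with substrate and 100% = substrate without enzyme; some results filed as inactive read as strong as hits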
#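 Assay system: purified human Csn5 enzyme expressed in HEK293T cells; measure: % inhibition; also added: SCFSkp2-Nedd8OG substrate at 10 nM final; technique: fluorescence polarization; times: reaction 90 min, room temperature; medium: Tris buffer pH 7.5, NaCl, DTT, Tween-20, trehalose, ovalbumin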
# DNMT1 block = blocks human DNA methyltransferase DNMT1. DNMT1 molecular beacon, Hinp1I cleavage, fluorescence. actives 0.83% (n = 360,000). P26358. inhibition (reported as % activation of signal), % at 10 µM; in the data active = inhibition above about 50%
# LMPTP block = blocks human LMPTP phosphatase | P24666 | recombinant LMPTP-A, OMFP fluorogenic substrate, fluorescence intensity | inhibition, % at 20 µM | actives 0.22% (n = 360,000);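 active = compounds that cut the enzyme signal by at least half of the control window in the single-dose screen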;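 also: plate controls were DMSO wells with enzyme plus substrate for no effect and substrate without enzyme for full effect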
# Target sequence (P24666 whole entry, looked up): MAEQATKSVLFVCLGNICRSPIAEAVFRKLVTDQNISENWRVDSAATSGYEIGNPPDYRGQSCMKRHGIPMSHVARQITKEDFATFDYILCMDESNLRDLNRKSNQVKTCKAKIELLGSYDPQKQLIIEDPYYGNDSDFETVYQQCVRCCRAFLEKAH
#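 Assay system: LMPTP-A phosphatase enzyme | Input: 0.625 nM enzyme | Also added: Fluorogenic phosphatase substrate OMFP at 400 µM final | Compound dosing: One test concentration per compound, 20 µM, with 3% DMSO overall | Schedule: 50 min enzyme reaction at room temperature, protected from light | Signal: Fluorescence intensity | Benchmarks: no-enzyme and uninhibited controls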
# Rpn11 block = inhibitors of human proteasome Rpn11 | O00487 | human 26S proteasome, Ub4-pepOG fluorescence polarization; 20S core pre-blocked with epoxomicin | calls only at 20 µM | actives 0.59% (n = 360,000) | AID 588493;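 active = inhibition at 20 µM, scaled to each plate's controls, above about 33%, limit read from the data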
# STEP block = STEP (human) phosphatase inhibition; P54829; recombinant STEP, OMFP fluorogenic substrate, fluorescence; inhibition, % at 20 µM; actives 0.25% (n = 360,000); AID 588621;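 active = inhibition at 20 µM, scaled per plate between control wells, above about 37%, limit read from the data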;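 also: 0% = DMSO with enzyme and substrate and 100% = substrate only without enzyme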
# Target sequence (P54829 whole entry, looked up): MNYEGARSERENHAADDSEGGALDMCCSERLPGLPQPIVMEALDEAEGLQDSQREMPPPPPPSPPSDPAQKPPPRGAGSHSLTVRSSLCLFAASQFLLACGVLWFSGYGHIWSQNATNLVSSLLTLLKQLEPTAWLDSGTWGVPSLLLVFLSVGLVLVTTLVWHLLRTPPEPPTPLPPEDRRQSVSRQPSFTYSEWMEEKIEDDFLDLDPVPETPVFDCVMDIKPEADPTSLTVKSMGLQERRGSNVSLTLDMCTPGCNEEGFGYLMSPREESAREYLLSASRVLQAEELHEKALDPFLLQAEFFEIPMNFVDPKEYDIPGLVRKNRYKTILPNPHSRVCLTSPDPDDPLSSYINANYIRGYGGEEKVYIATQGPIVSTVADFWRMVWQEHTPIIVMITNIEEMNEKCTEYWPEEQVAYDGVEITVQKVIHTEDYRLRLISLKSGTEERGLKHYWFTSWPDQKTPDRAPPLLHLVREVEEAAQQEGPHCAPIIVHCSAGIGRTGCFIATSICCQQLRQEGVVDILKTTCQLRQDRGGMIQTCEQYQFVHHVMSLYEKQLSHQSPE
#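 Measure: Control-normalized % inhibition with plate pattern correction | Test system: STEP phosphatase, cell-free reaction | Medium: pH 6.0 Bis-Tris with DTT and Tween 20 | Technique: Fluorescence, 480/540 nm | Times: Reaction 20 min, ambient temperature | Doses: Single compound dose of 20 µM, 1% DMSO final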
# TbMetRS inhib = blocks T. brucei methionyl-tRNA synthetase activity | purified T. brucei MetRS, ATP depletion, Kinase-Glo luminescence | inhibition, % at 11.9 µM | actives 0.4% (n = 360,000) | AID 624268;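 active = inhibition above a per-plate cutoff of the control wells' mean inhibition plus 3 SD, cut at about 5.5% in these data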;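 also: 0% = DMSO wells median and 100% = median of wells with control inhibitor compound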
#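 assay system = parasite MetRS enzyme | timing = 15 min preincubation, 2 h reaction, all 25 °C | evaluation = percent inhibition relative to median high and low control wells | medium = HEPES buffer containing pyrophosphatase, BSA, spermine, DTT | compound = single dose, 11.9 µM final nominal, 0.9% final DMSO | detection = Kinase-Glo luminescence, ATP depletion format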
# NadD block = blocks S. aureus nicotinate mononucleotide adenylyltransferase. purified NadD enzyme, colorimetric absorbance read-out. inhibition, % at 20 µM. actives 0.78% (n = 360,000); in the data active = inhibition above about 26%; also: some compounds past the cut are filed as inactive
# Scp-1 inhibitor = Scp-1 (human) phosphatase inhibition | Q9GZU7 | Recombinant Scp1, phosphopeptide, malachite green phosphate absorbance | inhibition, % at 20 µM | actives 0.88% (n = 340,000) | AID 493091;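 active = inhibition above about 50% at 20 µM, limit read from the data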;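 also: plate controls were DMSO wells with enzyme for no effect and wells lacking enzyme for full effect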
# Target sequence (Q9GZU7 76-261 limits assumed): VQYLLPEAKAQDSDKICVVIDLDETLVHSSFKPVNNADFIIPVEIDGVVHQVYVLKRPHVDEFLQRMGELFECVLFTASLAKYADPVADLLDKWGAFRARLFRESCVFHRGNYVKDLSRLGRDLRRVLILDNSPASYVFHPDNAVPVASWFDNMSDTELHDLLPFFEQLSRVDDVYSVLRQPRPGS
#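 Assay system: SCP-1 catalytic fragment, aa 76-261 | Buffer or medium: Tris acetate buffer pH 5.5 with MgCl2 and Tween-20 | Compound: One concentration, 20 µM, with 1.0% DMSO | Also added: Phospho 17-mer peptide substrate | Signal: Absorbance at 630 nm | Incubation: 45 min enzyme reaction at room temperature | Measure: % inhibition of SCP-1 phosphate liberation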
# MsrA inhibitor = bovine MsrA inhibition; purified bovine MsrA, absorbance read-out; inhibition, % at 15.5 µM; actives 0.75% (n = 360,000); in the data active = inhibition above about 4.5%;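 also: 0% = vehicle wells with enzyme and 100% = reference inhibitor wells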
# Starred values were filed as active, the others as inactive; i = inactive; x = no result given; + = active, no number.
SMILES,SUMO1-SIM PPI,CSN deneddyl inh,DNMT1 block,LMPTP block,Rpn11 block,STEP block,TbMetRS inhib,NadD block,Scp-1 inhibitor,MsrA inhibitor
COc1ccc(C)cc1NC(=O)CN(c1ccc(C)cc1)S(C)(=O)=O,-2,-2,-3,0.1,i,-2,0.7,0,-8,-1.0
COc1ccccc1CCCNC(=O)C1CCC(=O)N(CCc2ccc(Cl)cc2)C1 (centres undefined),-4,3,-1,-0.1,i,-1,-0.5,-4,-7,-0.7
Cc1ncc(CO)c(/C=N/NC(=O)c2ccc(O)cc2)c1O,-3,-4,0,0.5,i,0,-0.5,-2,-7,2.7
OC(CNCCNc1ncccc1C(F)(F)F)COc1ccc(F)cc1 (centres undefined),3,-1,2,-1.1,i,-3,-0.5,-8,-7,-1.1
COc1ccc(CN(C(=O)c2oc3ccc(F)cc3c2C)C2CCS(=O)(=O)C2)cc1 (centres undefined),1,3,-5,0.5,i,-1,-0.3,-12,-12,0.2
O=C1NCCN(Cc2c(F)cccc2Cl)C1CC(=O)N1CCCO1 (centres undefined),-2,-4,2,0.0,i,0,-0.9,-2,-3,0.9
O=C(C[C@@H]1C/C=C\C[C@@H](Cc2ccc(F)cc2)C(=O)OC[C@@H](Cc2c[nH]c3ccccc23)NC1=O)NCCO,4,-1,0,0.3,i,0,0.1,-13,1,-0.8
O=C(CP(=O)(CO)CO)c1ccc(Cl)cc1,1,-7,4,-0.2,i,-1,-0.1,-1,-3,-0.2
Cc1cc2cc(C(c3nnnn3C3CCCC3)N(Cc3cccnc3)Cc3ccco3)c(=O)[nH]c2cc1C (centres undefined),-4,2,-8,0.1,i,-1,0.2,10,-1,1.1
COC(=O)[C@H]1C[C@@H]1[C@H](NS(=O)(=O)c1ccccc1)c1ccccc1,2,2,5,-0.6,i,-2,-0.2,-1,-8,-1.3
O=C1CN(C(=O)COC(=O)Cc2ccsc2)c2ccccc2N1,6,0,0,-1.3,i,2,0.4,2,-4,1.1
Cc1ccsc1-c1nc(CSCC(=O)NCc2ccc3c(c2)OCO3)c(C)o1,0,-8,-2,0.8,i,-2,-0.7,-4,-8,0.1

# Single records, from the list above.
# Entry for OC(CNCCNc1ncccc1C(F)(F)F)COc1ccc(F)cc1 (centres undefined) → SUMO1-SIM PPI: 3; CSN deneddyl inh: -1; DNMT1 block: 2; LMPTP block: -1.1; Rpn11 block: i; STEP block: -3; TbMetRS inhib: -0.5; NadD block: -8; Scp-1 inhibitor: -7; MsrA inhibitor: -1.1
# Entry for COc1ccc(CN(C(=O)c2oc3ccc(F)cc3c2C)C2CCS(=O)(=O)C2)cc1 (centres undefined) → SUMO1-SIM PPI: 1; CSN deneddyl inh: 3; DNMT1 block: -5; LMPTP block: 0.5; Rpn11 block: i; STEP block: -1; TbMetRS inhib: -0.3; NadD block: -12; Scp-1 inhibitor: -12; MsrA inhibitor: 0.2

# Further records follow:
SMILES,SUMO1-SIM PPI,CSN deneddyl inh,DNMT1 block,LMPTP block,Rpn11 block,STEP block,TbMetRS inhib,NadD block,Scp-1 inhibitor,MsrA inhibitor
O=C(NCc1cccnc1)c1cc(C2CCCCN2C(=O)OCc2ccccc2)on1 (centres undefined),3,3,0,-2.6,i,0,-0.1,-1,x,1.4
Cc1ccc(S(=O)(=O)N(CC(=O)O)c2ccc(Cl)c(C(F)(F)F)c2)cc1,-1,-4,-4,0.0,i,4,-0.2,-5,-8,-0.2
CS(=O)(=O)c1ccc2nc(NC(=O)C3COc4ccccc4O3)sc2c1 (centres undefined),8,6,-20,1.6,i,-11,-1.0,-1,-5,0.7
O=C1CSC(c2ccccc2)N1c1cccnc1 (centres undefined),-2,4,0,-2.2,i,2,-0.1,1,-11,-0.5
O=C(NCCNC(=O)C1CC2CCC1C2)C1CC2CCC1C2 (centres undefined),1,3,3,-1.9,i,-3,-1.0,-5,-5,-0.3
O=C(O)C1CC=CCC1C(=O)Nc1ccccc1C(=O)N1CCN(c2ccc(F)cc2)CC1 (centres undefined),1,-10,2,-1.3,i,-3,0.2,-4,-3,0.8
COc1cc2ccccc2cc1C(=O)Nc1ccc(N2CCN(C)CC2)cc1,-4,-3,0,1.5,i,0,-0.3,-6,-7,-0.1
COC(=O)C1=C(C)NC(=O)CC1c1ccccc1 (centres undefined),-3,-3,-2,-0.9,i,-1,-0.5,-1,-2,0.3
CN(C)C(=O)Cn1c(SCC(=O)N2CCCc3ccccc32)nc2ccccc21,1,5,1,-0.2,i,-1,-0.1,3,-4,1.5
O=C1NC[C@@H](Cc2cccc3ccccc23)N(CCc2cccc(F)c2)C1=O,2,54*,x,-0.9,x,x,-0.8,-1,x,-0.9
CC(C)NC(=O)CC1(C(=O)NCc2ccc(Cl)cc2)CCCC1,4,3,-3,-0.8,i,0,1.0,-3,-7,-0.6
COc1ccc(N2CCN(C(=O)c3ccccc3N(C)S(=O)(=O)c3ccccc3)CC2)cc1,-3,5,-2,0.3,i,-1,0.2,2,-5,2.1
O=C(O)/C=C/C(=O)Nc1cccnc1,-2,5,-2,-0.5,i,0,0.6,-4,-5,0.1
O=C(NCC(c1ccco1)N1CCc2ccccc2C1)C(=O)Nc1ccc(F)cc1F (centres undefined),1,1,0,1.2,i,2,-0.4,6,-4,-0.6
Cc1cc(C)n(CC(=O)n2nc(C)cc2C)n1,1,6,2,-0.5,i,4,1.1,0,-12,-0.4
Cc1cc(C)c2c(N)c(C(=O)NN)sc2n1,-6,1,-2,0.2,i,7,-0.2,11,-4,0.5
NC(=O)CN1C(=O)/C(=c2\sc3nc(=O)c(Cc4ccccc4)nn3c2=O)c2ccccc21,-9,4,10,5.3,i,10,-0.2,13,-10,2.2
CN(C)c1nc(Nc2ccccc2)nc(Oc2ccc(=O)[nH]n2)n1,-2,1,4,-1.2,i,3,0.3,-5,-4,-0.9
CCOc1ccc(/C=C/C(=O)N2CCOCC2)cc1OC,-5,4,1,-1.2,i,-2,-1.5,-1,8,2.0
O=C(Cc1ccccc1)Nc1c2c(nn1-c1cccc(Cl)c1)CS(=O)(=O)C2,-2,-2,2,-0.8,i,-4,0.0,-2,-9,1.8
CC(=O)Nc1ccc(S(=O)(=O)NC(C)C(=O)NC(C)c2ccccc2)cc1 (centres undefined),-2,-8,-1,-1.8,i,-1,-0.8,-11,1,0.0
O=C(COC(=O)c1ccccc1)NCCC1=CCCCC1,1,0,-1,-1.3,i,1,-0.5,-6,6,1.3
O=C(NCc1cccnc1)Nc1cccc(NC(=O)NCc2cccnc2)c1F,4,-3,5,-0.7,i,-7,-1.1,-2,-6,-0.8
Cn1c(=O)c2c(nc(SCc3ccccc3F)n2C)n(C)c1=O,2,6,0,-2.5,i,-2,-0.8,-4,-1,-0.2
COc1cc(NC(=O)CNc2cccc(S(=O)(=O)N3CCCC3)c2)cc(OC)c1,0,-8,-4,2.0,i,-2,-0.3,-4,-8,0.3
O=S(=O)(c1cccc(-c2nnc(-c3ccc(Br)cc3)o2)c1)N1CCCCCC1,-1,-3,26,0.6,i,-3,0.3,0,-9,-0.8
Cc1nc(NC(=O)c2ccccc2)sc1-c1csc(NCc2ccco2)n1,15,19,-22,0.9,+,2,0.0,47*,2,x
Nc1ccc(Cc2ccc(N)c(O)c2)cc1O,-5,9,-27,50*,x,0,0.7,37*,-9,-0.5
COc1ccc([N+](=O)[O-])cc1N(CC(=O)NC1CCCC1)S(C)(=O)=O,-12,-15,0,-1.5,i,2,-0.1,-2,-5,3.4
COc1ccc(CC(=O)Oc2ccccc2Cl)cc1S(=O)(=O)N1CCOCC1,-1,-9,2,0.2,i,-1,-0.2,-2,-3,-1.1
O=c1ccnc(SCn2nnc3ccccc3c2=O)[nH]1,-3,1,-1,-1.3,i,-4,-0.3,-7,-3,-0.4
COc1ccccc1-c1cnc(C(O)c2ccc(F)c(F)c2)[nH]1 (centres undefined),1,-1,-2,-0.3,i,-2,-0.2,-1,x,-0.8
O=c1[nH]c(SCc2ccc(F)cc2)nc2c1cnn2-c1ccc(F)cc1,4,0,29,-2.0,i,1,-0.4,7,-13,-0.7
C/C(=N\OC(=O)Nc1ccc(Cl)cc1)c1ccc(F)c(F)c1,-1,1,-1,1.0,i,0,-0.2,-9,-19,-0.1
O=C(Nc1ccn(CCCN(CCCn2ccc(NC(=O)OCc3ccccc3)nc2=O)CCc2cc3ccccc3[nH]2)c(=O)n1)OCc1ccccc1,8,2,-11,11,i,10,0.3,70*,49,0.1
O=C(NCc1ccco1)C1CCCN1C(=O)Nc1ccccc1Cl (centres undefined),0,2,-1,-1.0,i,0,-0.6,-4,-1,-0.3
CCOC(=O)C1CCN(Cc2nc3ccccc3c(=O)n2-c2ccc(F)cc2)CC1,-7,2,-1,-1.0,i,6,-1.1,-1,3,0.4
CN(C)NC(=S)NC(=O)C12CC3CC(CC(C3)C1)C2,-8,0,0,0.3,i,1,-0.2,-2,-5,-0.7
CCc1ccccc1NC(=O)CN1CCN(C(=O)CNC(=O)c2ccccc2F)CC1,2,0,0,-1.8,i,2,-0.2,0,-2,-0.6

# 3 compounds from above, arranged by SMILES length, low to high.
SMILES,SUMO1-SIM PPI,CSN deneddyl inh,DNMT1 block,LMPTP block,Rpn11 block,STEP block,TbMetRS inhib,NadD block,Scp-1 inhibitor,MsrA inhibitor
COc1ccc(CC(=O)Oc2ccccc2Cl)cc1S(=O)(=O)N1CCOCC1,-1,-9,2,0.2,i,-1,-0.2,-2,-3,-1.1
COc1cc(NC(=O)CNc2cccc(S(=O)(=O)N3CCCC3)c2)cc(OC)c1,0,-8,-4,2.0,i,-2,-0.3,-4,-8,0.3
COc1ccc([N+](=O)[O-])cc1N(CC(=O)NC1CCCC1)S(C)(=O)=O,-12,-15,0,-1.5,i,2,-0.1,-2,-5,3.4

# Some of these compounds in order of their number in LMPTP block, lowest first.
mol	LMPTP block
O=C(NCc1ccco1)C1CCCN1C(=O)Nc1ccccc1Cl (centres undefined)	-1.0
COc1ccccc1-c1cnc(C(O)c2ccc(F)c(F)c2)[nH]1 (centres undefined)	-0.3
COc1ccc(CC(=O)Oc2ccccc2Cl)cc1S(=O)(=O)N1CCOCC1	0.2
CN(C)NC(=S)NC(=O)C12CC3CC(CC(C3)C1)C2	0.3
O=S(=O)(c1cccc(-c2nnc(-c3ccc(Br)cc3)o2)c1)N1CCCCCC1	0.6
Nc1ccc(Cc2ccc(N)c(O)c2)cc1O	50*

# Compounds were not picked by outcome; any-hit rate near 3.9%.
